Bioassay records as filed in PubChem.
C8 TRAIL sens – viability loss with TRAIL in NB7+C8 cells, primary screen, TRAIL sensitizer project, cell-based, ATPlite luminescence; inhibition (viability loss, TRAIL sensitization), % at 10 µM; 360,000 compounds, 1% hits; AID 624354, 2012;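 active = compounds causing at least 50% loss of cell viability in the single-dose screen, relative to plate controls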
Vif imaging – HIV Vif self-association inhibitors, primary screen, imaging, HEK293T, single point; HEK293T cells, Vif self-association by quenched fluorescence, 24 h; inhibition, % at 7.49 µM; 340,000 compounds, 0.35% hits; AID 602346, 2012; in the data active = inhibition above about 50%, passing the limit was not always enough; inconclusive = no clear call, values can overlap the other calls; inactive = below about 31%; also: some results filed as inactive read as strong as hits
NR5A2 inv ag – LRH-1 (NR5A2) inverse agonists, primary screen, cell-based, luminescence, HEK293T, StAR-luciferase reporter; 360,000 compounds, 0.13% hits; Nuclear receptor subfamily 5 group A member 2 (Homo sapiens), O00482; LRH-1 transfected, 24 h; inhibition, % at 3.6 µM; AID 602396, 2012;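 active = inhibition above the mean inhibition of all tested compounds plus 3 SD, cut at about 73% in these data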;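 also: 0% = DMSO wells and 100% = reporter-only cells lacking LRH-1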
NOD2 RIPK2 PPI – NOD2-RIPK2 binding disruptors in cells, primary screen, fluorescence, CHO cells, BLA complementation. CCF4 ratio. inhibition, % at 4.98 µM. 360,000 compounds, 0.38% hits; in the data active = inhibition above about 21%;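 also: 0% = vehicle only and 100% = reference blocker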
Target sequence (O43353 whole entry, looked up): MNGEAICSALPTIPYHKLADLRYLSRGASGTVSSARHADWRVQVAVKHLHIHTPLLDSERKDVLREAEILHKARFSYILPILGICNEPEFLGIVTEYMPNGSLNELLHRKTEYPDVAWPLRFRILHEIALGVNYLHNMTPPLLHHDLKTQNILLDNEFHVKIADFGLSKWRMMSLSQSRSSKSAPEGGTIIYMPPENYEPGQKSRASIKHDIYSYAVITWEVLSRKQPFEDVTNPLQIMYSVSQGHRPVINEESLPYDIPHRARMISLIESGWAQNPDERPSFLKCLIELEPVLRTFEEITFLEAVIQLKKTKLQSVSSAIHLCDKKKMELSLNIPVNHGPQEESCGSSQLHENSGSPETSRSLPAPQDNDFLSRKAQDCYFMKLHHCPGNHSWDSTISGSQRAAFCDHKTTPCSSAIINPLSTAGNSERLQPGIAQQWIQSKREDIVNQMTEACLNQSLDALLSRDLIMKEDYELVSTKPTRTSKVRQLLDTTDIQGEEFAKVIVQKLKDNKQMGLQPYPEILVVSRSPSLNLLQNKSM
LMP1 NFkB inh – EBV LMP1-driven NF-kappaB luciferase reporter inhibitors, primary screen, cell-based, luminescence, single point; LMP1-induced NF-kappaB luciferase reporter cells; inhibition, % at 12.5 µM; 350,000 compounds, 0.69% hits; in the data active = inhibition above about 41%; inconclusive = no clear call, values can overlap the other calls;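 also: 0% = neutral control wells and 100% = reference inhibitor control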
TROY NFkB inh – inhibitors of TROY-driven NF-kB signaling, primary screen, Q293 LMP1-TROYcd cells, NF-kB luciferase, uHTS; Q293 LMP1-TROYcd NF-kB luciferase reporter, 4 h; inhibition, % at 10 µM; 360,000 compounds, 0.98% hits; AID 1347056, 2019;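 active = compounds whose plate-normalised and pattern-corrected inhibition of the luciferase reporter signal at the single screening dose is 50% or more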
NCOA2 inhibitor – inhibition of GAL4-SRC2 driven luciferase reporter, primary screen, SRC2 inhibitor project, cell-based, luminescence. HEK293 GAL4-SRC2 luciferase reporter. 370,000 compounds, 0.17% hits. inhibition, % at 9 µM. AID 651957, 2012;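 active = inhibition above the mean inhibition of all tested compounds plus 3 SD, set per campaign, cut at about 52% in these data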;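 also: 0% = DMSO treated cells and 100% = cells given Gossypol at 36 µM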
NCOA1 inh – SRC1 coactivator transcriptional activity inhibitors, primary screen, cell-based, luminescence; Nuclear receptor coactivator 1 (Homo sapiens), Q15788; HEK293 GAL4-SRC1 luciferase reporter; inhibition, % at 3.6 µM; 360,000 compounds, 0.12% hits;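 active = inhibition above the campaign mean plus 3 SD, with each screening campaign given its own cutoff, cut at about 60% in these data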;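 also: 0% = DMSO treated cells and 100% = gossypol at 36 µM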
TLR9-MyD88 inh – inhibitors of TLR9-MyD88 association in cells, primary screen, cell-based, CHO, BLA complementation, fluorescence | Toll-like receptor 9 (Homo sapiens) + Myeloid differentiation primary response protein … | CCF4 FRET ratio | inhibition, % at 4.98 µM | 340,000 compounds, 0.21% hits | AID 504734, 2011;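 active = inhibition above the mean over all tested compounds plus 3 SD, cut at about 21% in these data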;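 also: 0% = DMSO only wells and 100% = clavulanate BLA inhibitor control wells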
SRC3 inh – SRC3 coactivator transcriptional activity inhibitors, primary screen, cell-based, luminescence | HEK293 GAL4-SRC3 luciferase reporter | 360,000 compounds, 0.17% hits | AID 588352, 2011 | Nuclear receptor coactivator 3 (Homo sapiens), Q9Y6Q9 | inhibition, % at 3.6 µM;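 active = inhibition above a per-campaign cutoff, the mean of all compounds plus 3 SD, cut at about 60% in these data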;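 also: 0% = DMSO-treated cells and 100% = gossypol-treated cells at 36 µM; higher means less SRC3-driven luciferase light from the GAL4 reporter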
COUP-TFII inh – NR2F2 transcriptional activity inhibitors, primary screen, cell-based, luciferase reporter, HEK293T, luminescence; AID 686940, 2013; 370,000 compounds, 0.7% hits; inhibition, % at 8.6 µM; HEK293T NGFI-A luciferase reporter; COUP transcription factor 2 (Homo sapiens), P24468;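 active = inhibition above a per-plate cutoff, mean inhibition of test wells between control levels plus 3 SD, cut at about 38% in these data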;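 also: cells cotransfected with COUP-TFII expression vector driving the NGFI-A reporter; 0% = median of COUP-TF2 test wells and 100% = reporter-only cells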
Target sequence (P24468 whole entry, looked up): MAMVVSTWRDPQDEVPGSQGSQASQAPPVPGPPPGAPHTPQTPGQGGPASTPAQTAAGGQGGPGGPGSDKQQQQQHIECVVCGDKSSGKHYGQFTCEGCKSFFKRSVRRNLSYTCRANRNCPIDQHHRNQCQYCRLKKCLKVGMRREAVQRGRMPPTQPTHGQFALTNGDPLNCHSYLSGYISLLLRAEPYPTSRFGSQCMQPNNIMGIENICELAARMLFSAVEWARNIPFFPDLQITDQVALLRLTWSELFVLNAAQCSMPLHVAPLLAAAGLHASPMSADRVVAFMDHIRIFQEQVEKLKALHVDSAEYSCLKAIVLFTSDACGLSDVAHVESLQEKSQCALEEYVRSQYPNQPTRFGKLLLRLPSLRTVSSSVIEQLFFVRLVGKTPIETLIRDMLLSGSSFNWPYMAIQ
* marks the source's active call; other numbers are inactive results; ? = inconclusive; · = not tested or not shown; & = joins results of further samples; ! = a repeat was not active. Some of the compounds tested. The share of hits here may be higher or lower than overall.

SMILES	C8 TRAIL sens	Vif imaging	NR5A2 inv ag	NOD2 RIPK2 PPI	LMP1 NFkB inh	TROY NFkB inh	NCOA2 inhibitor	NCOA1 inh	TLR9-MyD88 inh	SRC3 inh	COUP-TFII inh
CC1CN=C(Nc2ccc(N(C)C)cc2)S1 (stereo not drawn)	3	15	-4	-12	0	-28	-27	-15	7	-1	-6
Cn1ccnc1P(=S)(c1nccn1C)N1CCOCC1	0	?	14	4	-7	-7	-25	-13	1	-13	-2
Clc1ccc(C(Cn2ccnc2)OCc2csc3c(Cl)cccc23)c(Cl)c1 (stereo not drawn)	29	-12	-44	-25	-12	33	-5	8	-8	1	1
CN1C(=O)C(c2ccccc2)C(=O)N(C)C1=O	-3	-8	6	-4	·	2	-11	-20	·	4	20
O=C(c1cccn2c(=O)c3cc(Cl)ccc3nc12)N1CCC2(CC1)OCCO2	-7	-9	6	15	-11	-19	-8	-3	3	12	-4
CC(Cc1ccccc1)NC(=O)Cc1ccc([N+](=O)[O-])cc1 (stereo not drawn)	-2	2	-1	-6	-14	5	-9	5	-8	-12	15
Nc1ccccc1C(=O)OCCc1ccccc1	11	-3	-153	-3	-33	-46	-62	-139	-5	-103	-33
CN1CCc2nc(SCC(=O)OC(C)(C)C)c(C#N)cc2C1	13	15	-80	2	-31	-60	-44	-77	0	-47	-18
CC1=C(C/C(C)=C/c2ccccc2)/C(=C/CO)[C@H](O)[C@](C)(O)C12CC2	-11	·	-5	-4	-4	-1	14	-22	-8	2	0
COc1ccc(/C=C/C=C2C(=O)NC(=S)NC2=O)cc1	-7	-2	3	-14	2	-1	1	-10	1	8	12
Cc1ccc(S(=O)(=O)CC(C)(O)C(=O)Nc2cccc(C(F)(F)F)c2)cc1 (stereo not drawn)	-1	·	16	-1	-4	6	-5	-1	-4	4	-11
c1ccc(-c2[nH]c(-c3ccccc3)[n+](CC3CO3)c2-c2ccccc2)cc1 (stereo not drawn)	20	-10	17	5	3	41	35	21	2	34	-5
O=C(Cc1ccccc1)N1CCN(C/C=C/c2ccccc2)CC1	-15	-13	0	-11	-2	16	3	0	-11	-10	5
COC(=O)C1=C(c2ccccc2OCc2ccccc2)C[C@@H]2CC[C@H]1N2C(=O)NCc1ccccc1	5	2	9	6	4	3	-11	15	-3	5	21
COc1cc(N2CCOCC2)ccc1C=C1C(=O)NC(=O)NC1=O	-1	5	-12	-5	-4	-9	13	-3	6	13	2
Cc1ccc2c(c1)C1CN(C)CCC1N2C(=O)Nc1cccc(Cl)c1 (stereo not drawn)	4	4	-9	-4	13	7	-35	-6	1	-6	-4
Cc1ccc2c(c1)CC1(CN2C)C(=O)NC(=O)N(CCc2ccccc2)C1=O (stereo not drawn)	2	-16	7	-9	-1	-28	-8	-2	-1	-2	10
CN1CCc2nc(SCc3ccccc3Br)c(C#N)cc2C1	1	-2	-7	13	0	14	-15	-4	8	6	11
C[C@]12CC[C@@H](O)C[C@@H]1CC[C@@H]1[C@@H]2CC[C@]2(C)C(=O)CC[C@@H]12	4	-3	-15	-14	2	-5	-4	8	-8	10	-1
CN1CCN(S(=O)(=O)c2cnc(Cl)c(Br)c2)CC1	-9	0	14	1	8	-4	9	-26	-3	18	-12
C=CCNC(=S)N1Cc2ccccc2-n2nncc2C1	-2	0	-12	0	-2	-7	1	-10	5	-3	-7
CCCCCn1c(=O)c(C(=O)Nc2ccccc2C)c(O)c2ccccc21	10	-3	3	-10	-4	-48	-18	-38	-5	-12	-36
Cc1ccc(S(=O)(=O)N(c2cc(Cl)c(O)c(Cl)c2)P(=O)(OC(C)C)OC(C)C)cc1	0	29	13	4	3	8	2	9	-10	5	15
O=P(Oc1ccccc1)(Oc1ccccc1)C(O)c1ccc(Cl)cc1 (stereo not drawn)	0	-1	8	7	-1	-4	-11	10	-14	-12	-7
Cc1ccsc1/C=C1\C(=O)NC(=S)N(C)C1=O	24	-1	1	3	6	2	0	8	-2	-6	3
SMILES	C8 TRAIL sens	Vif imaging	NR5A2 inv ag	NOD2 RIPK2 PPI	LMP1 NFkB inh	TROY NFkB inh	NCOA2 inhibitor	NCOA1 inh	TLR9-MyD88 inh	SRC3 inh	COUP-TFII inh
COc1ccc(CN2C(=O)CC(=O)NC2=S)cc1	-4	-2	6	1	9	-8	-9	-34	4	9	-17
S=C1CN=C(c2ccccc2Cl)c2cc(Cl)ccc2N1	-8	·	18	5	5	-16	-2	7	6	2	-3
c1ccc2c3c([nH]c2c1)C1(CCNCC1)NCC3	16	2	1	3	0	-29	-17	1	6	-3	-3
Oc1ccc(CC2CC3CCN2CC3)cc1O (stereo not drawn)	-1	1	13	-3	5	4	-18	-29	-10	10	-10
COC(=O)C1=C(c2cccc(OCc3ccccc3)c2)C[C@@H]2CC[C@H]1N2C(=O)NCc1ccccc1OC	-8	-13	8	-5	13	13	-8	12	8	-1	4
C[C@]12CCC3C(CC[C@H]4C[C@H](O)CC[C@]34C)C1C[C@H](O)[C@@H]2O (stereo partly drawn)	-1	7	-13	-1	1	-4	-6	-5	-8	-12	-14
Cc1cccc(-n2c(C)nc3ccc(Cl)cc3c2=O)c1	-7	-10	7	-16	-15	-7	16	5	-6	-12	14
CCOc1ccc(Br)c(C2(O)CC(C)N(C)CC2C)c1 (stereo not drawn)	-2	1	5	4	-8	5	25	-2	-7	17	-4
CN1C(=O)CC(c2ccccc2)Nc2ccccc21 (stereo not drawn)	5	-7	19	3	-8	-9	-6	-1	5	11	2
Cc1ccc(OCC(=O)Nc2ccc(Cl)cc2C(=O)c2ccccc2)cc1	-1	-1	-5	7	-5	-13	12	-1	-2	19	14
C=CC1CN2CCC1CC2[C@@H](OC(=O)c1ccc(OC)cc1)c1ccnc2ccccc12 (stereo partly drawn)	0	16	5	-1	1	7	3	8	-6	12	9
NC(=O)c1cc([N+](=O)[O-])cc([N+](=O)[O-])c1	-3	-10	14	-2	3	1	-7	2	-2	-3	-1
COc1ccc(NP(=O)(Oc2cccc(C)c2)Oc2cccc(C)c2)cc1OC	-10	-2	-4	4	14	9	-11	-4	-5	-2	-3
CN1CCN(Cc2ccc(OC(F)(F)F)cc2)CC1	-13	-9	-5	-2	-7	13	3	4	-17	14	-10
CC/C(=N\N1CCN(C)CC1)c1c(O)[nH]c(=O)[nH]c1=O	2	3	-7	-9	-3	0	-2	3	-2	7	8
CNC(=O)c1cccn(Cc2cc(C(F)(F)F)cc(C(F)(F)F)c2)c1=O	31	-9	39	-9	5	-9	19	32	-12	43	6
CC(=O)C1CCC2C3CCC4CC(O)CCC4(C)C3C(=O)CC12C (stereo not drawn)	-6	18	6	-2	2	4	-19	-7	-4	-9	-9
COc1ccccc1Oc1c(C)oc2cc(OC(=O)N(C)C)ccc2c1=O	3	-8	14	-9	2	-4	0	10	4	-24	10
CCCCCCn1c(O)c(C=NCCCn2ccnc2)c(=O)[nH]c1=O	-6	-5	13	-7	-6	20	-9	-6	-7	-1	10
COc1cc(CN2CCN(C(=O)Cc3ccccc3)CC2)cc(OC)c1OC	-8	0	1	-6	-20	4	-6	13	8	-6	10
CC1C2Cn3c(nc4ccccc43)C1N(C)O2 (stereo not drawn)	-11	0	-6	0	-2	0	-15	6	-4	2	-9
CN1CC(C(=O)c2ccc(Cl)cc2)C(c2ccccc2)C1 (stereo not drawn)	-11	16	5	13	0	7	0	-27	-7	4	-2
O=c1[nH]c(=O)n(-c2cccc3ccccc23)c(O)c1C=NCc1ccc2c(c1)OCO2	13	-14	-9	6	3	-13	5	3	0	0	-4
CC1CCC(C(C)C)C(OC(=O)COC(=O)c2ccccc2N)C1 (stereo not drawn)	26	1	10	9	13	0	0	10	10	21	1
COC(=O)C1=C(c2ccc(C(C)=O)cc2)C[C@@H]2CC[C@H]1N2C(=O)N1CCCCC1	-15	17	-3	4	-20	-7	·	-1	-7	15	·

The closing 2 records of the part before open the next one.
SMILES	C8 TRAIL sens	Vif imaging	NR5A2 inv ag	NOD2 RIPK2 PPI	LMP1 NFkB inh	TROY NFkB inh	NCOA2 inhibitor	NCOA1 inh	TLR9-MyD88 inh	SRC3 inh	COUP-TFII inh
CC1CCC(C(C)C)C(OC(=O)COC(=O)c2ccccc2N)C1 (stereo not drawn)	26	1	10	9	13	0	0	10	10	21	1
COC(=O)C1=C(c2ccc(C(C)=O)cc2)C[C@@H]2CC[C@H]1N2C(=O)N1CCCCC1	-15	17	-3	4	-20	-7	·	-1	-7	15	·
CN(C)CCn1cnc2ccccc21	-11	-2	-2	-4	0	1	-15	-3	-12	-9	0
COc1ccc(-c2nc3ccc(C(=O)N4CCC5(CC4)OCCO5)cc3nc2-c2ccc(OC)cc2)cc1	16	-9	28	5	1	-36	-10	14	2	-9	6
O=C(Cc1ccccc1)Oc1ccc([N+](=O)[O-])cc1	26	11	-10	-20	1	-22	-3	12	-7	12	-1
CCOP(=O)(Cc1ccc(C#N)o1)OCC	-4	11	2	-6	3	-7	12	-21	4	1	-20
CCC(=NCc1cccnc1)c1c(O)n(Cc2ccccc2)c(=O)[nH]c1=O	-3	3	2	4	5	17	-13	10	2	10	-16
COc1ccccc1N1C(=O)NC(=O)/C(=C/c2ccc3c4c(cccc24)CC3)C1=O	-3	-2	-9	8	0	-9	-3	-5	10	17	-5
CC1NC(=O)NC(=O)C1Br (stereo not drawn)	-7	-4	-4	1	-6	-15	-2	-3	-7	-18	-2
Nc1cncc(C(=O)O)c1	0&-9	0&11	6&-9	-33&0	61*!	0&1	7&-13	4&-12	-8&-1	3&-19	11&-19
CCC(c1nnnn1-c1ccc2c(c1)OCCO2)N1CCC(n2c(=O)[nH]c3ccccc32)CC1 (stereo not drawn)	-6	2	36	13	·	30	10	32	·	17	15
Cc1cc(OC(C)C(=O)NCC2CCC(C(=O)O)CC2)c2c3c(c(=O)oc2c1)CCC3 (stereo not drawn)	-9	-6	10	4	-7	-5	-19	-24	-2	16	2
CSc1nnc([C@@H](N)Cc2ccccc2)o1	-22	0	12	-5	7	5	2	8	5	13	5
CC(=O)c1c(O)n(C2CCCCCC2)c(=O)[nH]c1=O	-5	-6	2	-1	-2	-18	13	-17	5	-8	5
NC(=O)CN1CCCC1=O	13	29	11	-14	3	-3	-11	-2	4	-6	7
COc1ccc(C(O)P(=O)(OC(C)C)OC(C)C)cc1 (stereo not drawn)	-31	-1	5	6	4	-13	0	3	-4	3	-2
CN1CCN(c2nc(N)c(Br)c(Cl)n2)CC1	0	-6	-26	1	0	-12	-2	-20	-1	-26	-27
O=c1[nH]c(O)c(N=Nc2cc([N+](=O)[O-])ccc2O)c(=O)[nH]1	8	6	-5	-10	-2	0	-3	7	-1	5	20
